APJ antag – antagonists of human apelin receptor APJ, primary screen, CHO-K1 cells, beta-arrestin complementation, luminescence; P35414; inhibition, % at 20 µM; 0.32% of 330,000 active; AID 2521, 2010;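 active means inhibition above about 40% at 20 µM, limit read from the data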;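 further: cells challenged with 10 nM apelin-13 agonist together with compound; plate controls were apelin-13 plus DMSO wells for no effect and DMSO wells lacking apelin-13 for full effect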
697 NFkB inh – inhibitors of PMA/ionomycin-induced NF-kB reporter, 697 cells, primary screen, B-cell NF-kB inhibitor project, cell-based, luminescence, uHTS; inhibition, % at 4 µM; 697 B-cell NF-kB luciferase reporter, 16 h; 0.33% of 330,000 active; in the data active means inhibition above about 35%
Gli-Sufu block – Gli-Sufu pathway antagonists, primary screen, luciferase luminescence, Sufu-KO-LIGHT cells, uHTS; Sufu-KO-LIGHT fibroblasts, Gli luciferase reporter luminescence; inhibition, % at 5 µM; 0.74% of 340,000 active; AID 588413, 2011;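 active means inhibition above about 55%, limit read from the data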;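 further: 0% = DMSO-treated cells and 100% = wells with medium but no cells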
CXCR6 block – CXCR6 receptor inhibitors, primary screen, cell-based, beta-arrestin, luminescence, CHO-K1 PathHunter, 1536-well; C-X-C chemokine receptor type 6 (Homo sapiens), O00574; inhibition, % at 20 µM; 0.36% of 360,000 active; AID 602244, 2012; in the data active means inhibition above about 34%, passing the limit was not always enough;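 further: antagonist mode with CXCL16 agonist at 10 nM final; 0% = 10 nM CXCL16 with DMSO and 100% = unstimulated wells without agonist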
Target sequence (O00574 whole entry, looked up): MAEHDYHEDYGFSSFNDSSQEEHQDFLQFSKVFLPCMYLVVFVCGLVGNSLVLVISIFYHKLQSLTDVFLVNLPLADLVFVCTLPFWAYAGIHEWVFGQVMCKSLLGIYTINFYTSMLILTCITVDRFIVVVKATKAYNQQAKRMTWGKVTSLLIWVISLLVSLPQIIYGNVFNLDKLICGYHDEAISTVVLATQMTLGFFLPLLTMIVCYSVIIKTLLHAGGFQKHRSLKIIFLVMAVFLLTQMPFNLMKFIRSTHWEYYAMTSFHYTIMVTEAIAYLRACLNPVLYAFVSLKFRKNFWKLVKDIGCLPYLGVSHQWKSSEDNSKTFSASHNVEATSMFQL
UBC13 inh – UBC13 polyubiquitin chain formation inhibitors, primary screen, biochemical, TR-FRET, uHTS | Ubiquitin-conjugating enzyme E2 N (Homo sapiens), P61088 | inhibition, % at 20 µM | 0.47% of 330,000 active | AID 485273, 2010; in the data active means inhibition above about 45%, passing the limit was not always enough
Target sequence (P61088 whole entry, looked up): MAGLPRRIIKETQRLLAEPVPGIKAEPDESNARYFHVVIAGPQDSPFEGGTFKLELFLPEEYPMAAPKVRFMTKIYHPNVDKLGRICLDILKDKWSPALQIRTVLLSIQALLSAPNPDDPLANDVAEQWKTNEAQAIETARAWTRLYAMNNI
CCR6 antagonist – CCR6 receptor antagonists, primary screen, cell-based, CHO-K1, luminescence, beta-arrestin, uHTS | inhibition, % at 20 µM | CHO-K1 CCR6 PathHunter beta-arrestin, CCL20-stimulated | C-C chemokine receptor type 6 (Homo sapiens), P51684 | AID 493098, 2011 | 0.49% of 340,000 active;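 active means compounds whose inhibition of the agonist-driven luminescence signal at 20 µM reaches about 50%, limit read from the data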;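 further: cells stimulated with CCL20 at 14 nM final; plate controls were DMSO with CCL20 for no effect and DMSO without agonist for full effect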
EBI2 antag – EBI2 receptor antagonists, beta-arrestin recruitment, primary screen, cell-based, luminescence, 7a,25-OHC stimulation, uHTS; 7a,25-OHC stimulated; inhibition, % at 5 µM; 0.81% of 360,000 active; AID 651636, 2012; in the data active means inhibition above about 38%;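 further: enzyme fragment complementation signal reports receptor beta-arrestin coupling in cells; 0% = agonist plus DMSO wells and 100% = wells without agonist; some results beyond the cut were filed as inactive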
Target sequence (P32249 whole entry, looked up, the tested form may be a part): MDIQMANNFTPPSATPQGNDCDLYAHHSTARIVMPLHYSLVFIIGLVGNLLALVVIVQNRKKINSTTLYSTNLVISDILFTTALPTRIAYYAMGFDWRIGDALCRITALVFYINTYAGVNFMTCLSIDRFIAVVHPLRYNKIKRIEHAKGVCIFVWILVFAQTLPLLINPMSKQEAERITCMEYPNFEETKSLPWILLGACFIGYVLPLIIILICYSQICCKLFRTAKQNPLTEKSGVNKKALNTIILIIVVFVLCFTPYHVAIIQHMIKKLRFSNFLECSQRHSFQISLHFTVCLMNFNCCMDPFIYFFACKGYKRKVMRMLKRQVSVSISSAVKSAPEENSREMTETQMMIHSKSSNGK
Jurkat NFkB inh – inhibitors of induced NF-kB luciferase reporter, primary screen, TCR NF-kB activation inhibitor project, cell-based, luminescence, uHTS. Jurkat, PMA/ionomycin-induced NF-kB luciferase reporter. inhibition, % at 4 µM. 0.53% of 330,000 active; in the data active means inhibition above about 50%
Active calls of the source: *; . = no result given.

Molecule	APJ antag	697 NFkB inh	Gli-Sufu block	CXCR6 block	UBC13 inh	CCR6 antagonist	EBI2 antag	Jurkat NFkB inh
CCOc1ccc(N2C(=O)CC(NC3CCN(C(=O)c4cccs4)CC3)C2=O)cc1 (stereo unspecified)	18	-9	4	-5	-3	9	7	4
CN(CCC(=O)Nc1ccc2c(c1)OCO2)Cc1ccccc1	-11	-14	6	0	-4	7	5	-19
CCOCCCn1c(=NC(=O)c2ccco2)c(C(=O)OCC)cc2c(=O)n3cccc(C)c3nc21	12	-32	18	11	-1	4	-1	8
CN(C(=O)CCc1nnc(CCCCc2ccccc2)o1)C1CCOCC1	-10	-4	-4	-10	5	10	-1	-6
CCCCCNC(=O)c1ccccc1SC	-6	17	-9	3	17	7	1	-5
CCCCN(C)C(=O)C1CCN(C/C(C)=C/c2ccccc2)CC1	10	-18	4	0	-8	-2	-5	1
COc1ccccc1C(=O)N/C(=C\c1ccc(Br)cc1)C(=O)NCCCO	13	13	4	1	10	9	6	-4
COC(=O)Nc1ccc(OC)c(OC)c1	12	27	-3	-8	-1	-17	-10	12
CN(C#N)c1nc(N2CCOCC2)nc(N2CCOCC2)n1	-8	8	17	-1	7	13	1	-6
CCCNC(=O)CC1Sc2ccccc2NC1=O (stereo unspecified)	-7	3	4	-1	5	2	-3	2
CCCn1c(S(=O)(=O)O)nc2ccccc21	-7	16	-4	-2	-10	2	-5	-1
COC(=O)C1=C(C)N(CC2CC2)C(=O)N[C@H]1c1ccc(Br)cc1	6	5	-4	.	6	16	.	1
Oc1ccccc1CNc1ccc2c(c1)OCCO2	9	-54	2	-1	4	3	-1	-28
CC(Oc1ccccc1)C(=O)Nc1ccc(S(=O)(=O)NCC2CCCO2)cc1 (stereo unspecified)	-8	-20	2	4	-6	4	-9	9
COc1ccc(C2c3ccc(O)cc3Oc3ncn(Cc4ccccc4)c(=N)c32)cc1OC (stereo unspecified)	11	-21	6	-8	2	7	25	10
CC1=CC2=NC(=O)/C(=C\c3cc(C)n(-c4cccc(Cl)c4)c3C)C(=N)N2O1	-11	-41	-2	-1	-12	6	10	-4
O=C(Cc1ccc(Cl)cc1)Nc1ccc(Br)cn1	10	-8	-28	-3	8	17	-11	-14
CC(C)CC(=O)N1CCN(C(=O)c2ccc(-c3ccccc3)cc2)CC1	16	-4	-8	-18	-5	-5	74*	15
COc1cccc(OC)c1C(=O)Nc1ccccc1NC(=O)c1c(OC)cccc1OC	-5	-3	7	0	-1	9	-11	-7
O=C(CSc1nnc2c(Cl)cc(Cl)cn12)N1CCN(c2ccc(F)cc2)CC1	6	13	4	7	13	12	4	4
CCN1CCN(C(=O)C(Cc2ccccc2)NC(=O)c2ccc(Cl)c(S(=O)(=O)N(C)C)c2)CC1 (stereo unspecified)	6	14	-6	8	5	7	-7	8
Cc1cccc(NC(=S)NC(=O)Cc2ccccc2)c1C	12	-35	-19	-8	0	11	12	-1
CN1CCN(C(=O)C2=C[C@@H](c3csc4ccccc34)C[C@@H](OCc3ccc(CO)cc3)O2)CC1	-29	21	27	2	9	1	2	8
O=C(CCC(=O)Nc1ccccc1Cl)NNS(=O)(=O)c1ccc(Cl)cc1	-7	9	10	-5	-4	-4	11	12
C(=N\NC1=NCCN1)/c1ccncc1	16	2	35	10	5	-6	-1	10
CN(C)S(=O)(=O)c1cccc(NC(=O)COC(=O)[C@H](Cc2ccccc2)NC(=O)c2ccco2)c1	-7	-2	6	1	-12	-1	-22	-5
Cc1cc(C)c(C)c(OCCOCCN2CCOCC2)c1	9	-7	3	-6	0	6	-1	4
c1ccc(-c2n[nH]c3ccccc23)cc1	12	13	-4	0	-2	-21	-8	-2
O=C(c1ccc2c(c1)OCCO2)C1CCN(S(=O)(=O)c2cccc(F)c2)CC1	8	8	-6	4	10	24	-6	1
Cc1ccc(NS(=O)(=O)c2ccc(-c3coc(C)n3)cc2)c(C)c1	-15	-6	4	-6	1	8	-4	10
COc1ccc(Cl)cc1NC(=O)CSC1=NN2CCCC(=O)N=C2S1	9	-1	12	-7	12	11	-5	19
CCn1c(C)nnc1SCC(=O)Nc1ccc(N2CCOCC2)cc1	1	13	0	-5	0	-19	5	-9
COC(=O)c1ccccc1S(=O)(=O)N1CCC(C(=O)NCC2CCCO2)CC1 (stereo unspecified)	2	8	-2	4	4	8	4	5
Cc1ccc(C(=O)Nc2ccccc2C(=O)NC(Cc2ccccc2)C(=O)O)cc1 (stereo unspecified)	2	3	-1	-6	0	0	7	8
CSc1nn(-c2ccc(C(=O)OC(C(=O)NC(N)=O)C(C)C)cc2)c(=S)s1 (stereo unspecified)	1	6	-6	7	-14	22	-14	-6
COCCNC(=O)C(c1ccc(C)cc1)N(C(=O)C(=O)NC1CCCC1)c1ccc2c(c1)OCCO2 (stereo unspecified)	-2	1	-5	1	3	0	10	8
Cc1ccc(Nc2nc(-c3ccc(O)c(O)c3)cs2)nc1	-20	-34	64*	.	15	-21	.	53*
CCOCc1cc(CN2CCCC(CNC(=O)c3ccco3)C2)ccc1OC (stereo unspecified)	0	2	-11	2	1	-13	-6	5
Cc1ccc(S(=O)(=O)NC(C)(C)CSc2nnc(N)s2)cc1	13	19	-3	-6	4	-3	-12	6
N#C/C(=C\c1cccnc1)C(=O)NC1CCCCC1	-12	-4	-5	-6	5	-2	-6	10
Cn1c(SCC(N)=O)nnc1-c1ccc(C(C)(C)C)cc1	-6	-20	-13	10	-4	8	2	-7
Cc1c(NC(=O)c2cccs2)c(=O)n(-c2ccccc2)n1C	0	2	-3	-5	7	-1	-9	4
Cc1ccc(C(=O)Nc2cccc(C(F)(F)F)c2)cc1NC(=O)c1[nH]cnc1C(N)=O	-6	-19	16	3	4	2	-19	1
COc1ccccc1S(=O)(=O)N1CCC(C(=O)O)(c2ccccc2)CC1	21	-4	-7	0	-6	6	-2	-1
O=C1C=C(O)CC(c2ccc(Cl)cc2)C1 (stereo unspecified)	9	3	1	2	-18	-5	-13	-12
CCOC(=O)C1(CCc2ccccc2)CCN(C(=O)C2CCOCC2)CC1	-9	-13	1	-5	-8	13	2	-12
Cc1cccc2cc(C#N)c(SCC#N)nc12	1	21	-25	0	4	3	-1	-2
COCCn1c(SCc2ccc(F)cc2)nc2ccccc2c1=O	-2	-12	12	4	11	29	6	-1
COc1cc(O)c(CCO)c2c1C(=O)C[C@@H](C)O2	4	25	1	2	-8	1	-1	-6
O=[N+]([O-])c1ccc(N=Cc2sc3ccccc3c2O)cc1	1	-19	1	-8	-54	52*	2	-11

Other structures
Molecule	APJ antag	697 NFkB inh	Gli-Sufu block	CXCR6 block	UBC13 inh	CCR6 antagonist	EBI2 antag	Jurkat NFkB inh
CC(Oc1ccc(F)cc1F)C(=O)/C=C/N(C)C (stereo unspecified)	8	-17	0	1	-12	3	5	5
COc1ccccc1OCCOC(=O)Nc1ccccc1	-18	-32	-15	-6	-16	-4	-11	-11
CCOC(=O)c1nc(C)[nH]c1C(=O)OCC	11	20	12	-3	8	14	-12	2
COc1ccc(Br)cc1C(=O)NC(=S)Nc1ccc(Cl)c(C(=O)O)c1	17	21	-14	10	10	16	9	-8
Cc1ccc(NC(=O)CCC(=O)N/N=C/c2coc3ccc(F)cc3c2=O)cc1	17	17	10	-4	23	4	1	12
CN(CC(=O)Nc1ccccc1Br)CC(=O)NC(c1ccccc1)c1ccccc1	22	-3	5	14	0	15	8	-6
O=C(CN1C2=NCCCN2c2ccccc21)c1ccc(Cl)cc1Cl	-38	-18	20	8	-7	6	4	-14
COc1cc(/C=N/n2nnnc2Nc2ccccc2)cc(OC)c1OC	-18	1	3	4	-10	17	35	4
O=C1NCCN/C1=C\C(=O)c1ccc(Br)cc1	0	-115	-72	1	-9	17	-9	-104
COc1cccc2c(=O)n(CC(=O)N3CCCc4ccccc43)ccc12	9	31	0	4	7	1	-2	-3

2 entries picked at random from those above:
Molecule	APJ antag	697 NFkB inh	Gli-Sufu block	CXCR6 block	UBC13 inh	CCR6 antagonist	EBI2 antag	Jurkat NFkB inh
COc1cc(/C=N/n2nnnc2Nc2ccccc2)cc(OC)c1OC	-18	1	3	4	-10	17	35	4
COc1ccccc1OCCOC(=O)Nc1ccccc1	-18	-32	-15	-6	-16	-4	-11	-11

Carrying on.
Molecule	APJ antag	697 NFkB inh	Gli-Sufu block	CXCR6 block	UBC13 inh	CCR6 antagonist	EBI2 antag	Jurkat NFkB inh
Cc1ccc(S(=O)(=O)CC(C)N2CCOCC2)c(S(=O)(=O)CC(C)N2CCOCC2)c1 (stereo unspecified)	-9	3	7	2	-7	-14	-8	7
O=C(NC1=NC2CCCCC2N1)c1ccccc1 (stereo unspecified)	12	-100	-28	-3	2	-11	-1	-94
C=CCNC(=O)Cn1nc(-c2ccccc2)ccc1=O	-6	5	1	-5	1	-14	-1	17
COc1ccc(CC(=O)NCC2(c3ccc(OC)c(OC)c3)CCOCC2)cc1	28	5	11	-3	-5	0	2	-15
COc1ccc(-c2cc(C(=O)NNC(=S)NC(=O)c3c(-c4ccccc4)noc3C)[nH]n2)cc1	2	-1	-12	22	-2	11	3	3
CC1CCCN(Cc2nc(Cc3ccccc3Cl)no2)C1 (stereo unspecified)	5	0	-14	-3	1	4	-3	-8
CO[C@@H]1[C@@H](OC(N)=O)[C@@H](O)C(Oc2ccc3c(O)c(NC(=O)c4ccc(O)c(CC=C(C)C)c4)c(=O)oc3c2C)OC1(C)C (stereo partly specified)	6	20	3	7	-23	-10	-1	9
CCC(Sc1nc(N)cc(=O)[nH]1)C(=O)Nc1cc(C)on1 (stereo unspecified)	-30	-3	1	6	1	-2	-7	-4
O=C(Nc1ccncc1)c1c(F)cccc1F	-8	6	-8	-9	6	-1	-10	13
COC(=O)c1c(-c2ccc(OC)cc2)sc2ccc(OC)cc12	0	-98	-8	-10	25	2	-7	3
Cc1cc(NCc2ccco2)nc2cc(O)ccc12	1	13	18	6	20	4	0	-4

Screening results (PubChem BioAssay)
